# Assay outcomes from PubChem.
# TGFb inhibitor = qHTS for Inhibitors of TGF-b. Potency, µM (doses to about 46.1 µM), without a hit: top-dose activity, negative = inhibition, actives largely listed as inhibitors. HepG2 CAGA-GFP TGF-b/SMAD3 reporter, GFP fluorescence, 18 h; TGF-beta stimulated, 500 pg/mL final. AID 588855, 2011. 1.2% of 410,000 active; further: potency means the concentration at half of the fitted maximal effect; on the % scale 0 is the no-effect control and ±100 the full control effect; nearly all actives have a fitted effect of over 65% in size
#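 Read-out: total well GFP (ex488/em500-530) summed from mean per-cell fluorescence. Cells: HEPG2 CAGA-GFP, 1% FBS DMEM, 18 h at 37 degrees C with 500 pg/mL final TGF-beta. Unstimulated wells served as the full-inhibition control; stimulated DMSO wells = 0%.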
# CCT chaperon mod = High-Throughput Screening for Modulators of Cytosolic Chaperonin Activity; 0.3% of 360,000 active; activity change, % (concentration not given with the values), hits read low; purified chaperonin ATPase assay, HTRF ADP detection, 30 min; in the data active means activity change below about -30%; further: on the % scale 0 is the no-effect control and ±100 the full control effect
#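 Nucleotide hydrolysis assay: TRiC at 20–40 nM final (set by batch activity) with 10 uM ATP, 30 min at 37 °C, in presence of 76 uM compound. Detection by competitive ADP HTRF, 30 min ambient.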
# Nrf2 ARE act = qHTS of Nrf2 Activators; AREc32 ARE-luciferase reporter (MCF7-derived line), luminescence, 24 h; Potency, µM (highest dose often 46.1 µM), for inactives: top-dose activation, hits mostly activators; 0.31% of 410,000 active; further: potency means the concentration at half of the fitted maximal effect; % of control where 0% means no effect; nearly all actives have a fitted effect of over 65% in size
#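 ARE-driven firefly luciferase activity in AREc32 cells measured after a 24 hr compound exposure at 37 deg C, using Steady-Glo reagent and a 30 min room-temperature hold.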
# pAkt inh = HTS Assay for Inhibitors of Akt Phophorylation: Primary Screen; Neuro2A IGF-stimulated pAkt S473 HTRF, 20 min; stronger effect = lower value; activity change, % for hits at 50 µM; 0.32% of 360,000 active; AID 651550, 2012; in the data active means activity change below about -80%; inconclusive means mostly about -51% to -80%; further: on the % scale 0 is the no-effect control and ±100 the full control effect
#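 Neuro2A cells in DMEM with 0.5% FBS, overnight at 37 deg C, given compound at single 50 µM final, then IGF (6 nM final) for 20 min at 37 deg C. Lysed; phospho-Akt Ser473 by HTRF after 24 h, 665/615 ratio.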
# Mm-Cpn inhibitor = Inhibitors of TCP-1 ring complex (TRiC) of Methanococcus maripaludis (MmCpn): qHTS | Chaperonin Mm-Cpn (Methanococcus maripaludis) | purified Mm-Cpn ATPase, ADP Transcreener TR-FRET | Potency, µM (titrated, usually from 76.9 µM), inactives show at the top dose activity, negative = inhibition, hits mostly inhibitors | 0.031% of 330,000 active | AID 504842, 2011; further: potency means the concentration at half of the fitted maximal effect; on the % scale 0 is the no-effect control and ±100 the full control effect; nearly all actives have a fitted effect of over 80% in size
#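 Eu-cryptate anti-ADP/ADP-d2 competition gives a ratio inversely related to ADP. Enzyme at 25 nM was pre-exposed to compound for 10 min, then given 10 uM ATP for 30 min, 37°C throughout.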
# Abeta rescue = qHTS for compounds that reverse cellular toxicity of Amyloid beta (A-beta) peptide in yeast: Primary Screen. 0.063% of 410,000 active. AID 1347071, 2019. Potency, µM (highest dose often 46.1 µM), inactives show at the top dose growth rescue, most hits filed as activators. yeast expressing A-beta42, growth rescue, OD600, 48 h; response scale: 0% DMSO, 100% iron-clioquinol control; further: potency means the concentration at half of the fitted maximal effect; nearly all actives have a fitted effect of over 55% in size
#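 Yeast growth medium received pinned compounds, then yeast cells expressing toxic A-beta were added; plates incubated at 30 C for 48 hr. Growth read as absorbance at 600 nm, normalized to DMSO and equimolar FeCl3 plus clioquinol controls.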
# HepG2 tox = qHTS for Inhibitors of TGF-b: Cytotox Counterscreen | AID 588856, 2011 | HepG2 CAGA-GFP viability, ATP luminescence, 18 h | 0.76% of 410,000 active | Potency, µM (doses to about 46.1 µM), for inactives: top-dose activity change, negative = cytotoxicity, most hits filed as cytotoxic; further: potency means the concentration at half of the fitted maximal effect; some results filed as inactive show a strong effect at the top dose
#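 HepG2 CAGA-GFP cells (1000/well, DMEM with 1% FBS) received compound, then TGF-beta at 500 pg/mL final, and were incubated 18 hours at 37 degrees C. Viability was read by CellTiter-Glo luminescence. Media-only wells were set as complete cell-killing and DMSO as no toxicity.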
# A549 viability = Nrf2 qHTS screen for inhibitors: counterscreen for cytotoxicity; Potency, µM (doses to about 46 µM), without a hit: at the top dose activity change, negative = cytotoxicity, actives largely listed as inhibitors; A549 ARE-Fluc cells, CellTiter-Fluor viability, 18-24 h; 0.16% of 390,000 active; further: potency means the concentration at half of the fitted maximal effect; on the % scale 0 is the no-effect control and ±100 the full control effect
#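 Cytotoxicity counterscreen: CellTiter-Fluor fluorescence was measured in A549 ARE_Fluc cells after 18-24 h of compound exposure in a concentration series. The subsequent BugLite luminescent read reports ARE-luciferase activity.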
# Nrf2 block = Nrf2 qHTS screen for inhibitors; A549 ARE-Fluc reporter, luciferase luminescence, 18-24 h; Potency, µM (titrated, usually from 46 µM), for inactives: at the highest dose activity change, negative = inhibition, most hits filed as inhibitors; 2.1% of 360,000 active; further: potency means the concentration at half of the fitted maximal effect; on the % scale 0 is the no-effect control and ±100 the full control effect; nearly all actives have a fitted effect of over 60% in size
#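 In this cell-based qHTS, ARE-driven firefly luciferase in A549 cells reports Nrf2 activity; the luminescent signal after BugLite lysis is the measured value, with a prior CellTiter-Fluor read for cell health.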
# The depositor's hits bear a star; i = inactive; ? = inconclusive; nt = no result given; [ ] = dose if it differs, or a comment. Unless noted, the call rests on the fitted dose curve; in most records, active means well fitted curve in the direction sought with a large enough effect; inconclusive means small, poorly fitted or top-dose-only effect, or another doubt; inactive means no such curve, though single readings can be large; an effect the other way counts as inactive or inconclusive. Hits appear at their usual frequency; 4.3% or so of the library scored in one or more.
1	CN(C(=O)C1CCCN1S(=O)(=O)c1ccc(Cl)cc1)c1ccccc1 (stereo not given)
2	CC1CCCC(NC(=O)COC(=O)[C@@H](NC(=O)c2ccc(F)cc2)C(C)C)C1C (stereo not given in full)
3	O=C(Nc1cc([N+](=O)[O-])ccc1F)c1ccc2ccccc2c1
4	Cc1ccnc(NC(=O)CCC(=O)N(CC(=O)NCc2ccc(F)cc2)c2ccc(F)cc2)c1
5	CCOC(=O)Cc1csc(NC(NC(=O)OCC)(C(=O)OCC)C(F)(F)F)n1 (stereo not given)
6	O=C(Cc1ccccc1)Nc1c(Cl)ccc2nsnc12
7	COc1ccc(Cl)cc1NC(=O)CN(C)CC(=O)N(CC(C)C)c1c(N)n(CC(C)C)c(=O)[nH]c1=O
8	CCCOc1ccc(N2C(=O)C3ON(c4ccccc4)C(c4ccc(O)c(OC)c4)C3C2=O)cc1 (stereo not given)
9	COC(=O)c1ccc(C(=O)Nc2nc3cc(N)c(C)cc3s2)cc1
10	Cc1ccc(C)c(N2CCN(C(=O)CN3C(=O)COc4ccc(S(=O)(=O)N5CCCCCC5)cc43)CC2)c1

Assay by compound	1	2	3	4	5	6	7	8	9	10
TGFb inhibitor	-8%	1%	7%	14%	-1%	2%	-16%	11%	38%[activator]	-21%
CCT chaperon mod	-2.1	-7.0	-1.1	-0.9	-1.1	-2.5	0.0	0.6	1.4	nt
Nrf2 ARE act	-1.1%	3.5%	5.5%	3.2%	0.3%	2.3%	0.8%	4.6%	2.7%	-1.4%
pAkt inh	i	i	i	i	i	i	i	i	i	nt
Mm-Cpn inhibitor	0%	-1%	4%	0%	nt	-1%	1%	-2%	1%	nt
Abeta rescue	22%	11%	14%	-3%	-4%	2%	0%	16%	3%	-12%
HepG2 tox	-19%	-6%	0%	1%	-25%	4%	-2%	-12%	3%	0%
A549 viability	0%	-1%	-7%	2%	-4%	4%	-1%	-1%	1%	5%
Nrf2 block	13%	0%	?	1%	-11%	25%	-27%	-19%	8%	6%

11	Cc1sc(NC(=O)/C=C/C(=O)O)c(C(N)=O)c1-c1ccc(C(C)(C)C)cc1
12	COC(=O)c1ccc(OC(=O)c2ccc(OC)cc2)c(OC)c1
13	Cc1ccc(NC(=O)CSc2n[nH]c(-c3ccco3)n2)cc1
14	O=C1/C(=C/c2ccc(S(=O)(=O)O)cc2S(=O)(=O)O)CCc2ccccc21
15	O=[N+]([O-])c1ccc(N2CCN(CCO)CC2)cc1Sc1ccccn1
16	C=CCOC(=O)C1=C(C)NC(C)=C(C(=O)OCC=C)C1c1cn(-c2ccccc2)nc1-c1ccco1
17	Cc1csc2nc(O)c(C(=O)NCCCc3ccccc3)c(=O)n12
18	CC(C(=O)N1CCCc2ccccc21)N1C(=O)c2ccccc2C1=O (stereo not given)
19	CCOC(=O)c1cc(C(=O)Nc2ccccc2F)nn1C
20	O=C(NCCCN1CCCC1=O)c1cccs1

Assay by compound	11	12	13	14	15	16	17	18	19	20
TGFb inhibitor	?	0%	9%	nt	8%	-7%	-16%	0%	-23%	0%
CCT chaperon mod	-3.6	1.0	-1.0	1.5	-0.6	0.3	-4.4	-1.6	0.3	-0.8
Nrf2 ARE act	13µM*	0.2%	0.3%	-0.1%	0.5%	-0.1%	0.3%	0.5%	2.4%	0.1%
pAkt inh	i	i	i	i	i	i	i	i	i	i
Mm-Cpn inhibitor	1%	1%	1%	nt	2%	-1%	2%	-1%	-1%	2%
Abeta rescue	-2%	-13%	-2%	0%	-1%	1%	-10%	-4%	8%	0%
HepG2 tox	-69%	-1%	7%	nt	-19%	-19%	-15%	21%	-52%	14%
A549 viability	-8%	2%	-10%	nt	-7%	4%	-7%	1%	7%	-4%
Nrf2 block	-26%	-2%	3%	nt	4%	-2%	?	4%	nt	4%

21	Cc1c(Cl)ccc2sc(NC(=O)CN3C(=O)c4ccccc4C3=O)nc12
22	O=C(COC(=O)c1cc(=O)[nH]c2ccc(Br)cc12)c1ccccc1
23	COc1ccc(NC(=O)Cn2nnc(C(=O)NCc3ccccc3Cl)c2N)cc1Cl
24	O=C1CCCN1c1ccc(S(=O)(=O)N2CCCCC2)cc1
25	Cc1ccc(C)c(NC(=S)N2CCN(c3cccc(C(F)(F)F)c3)CC2)c1
26	COc1ccc(-n2cc(CNC3CCN(C)CC3)c(-c3cccc(F)c3)n2)cc1
27	Cc1ccc(S(=O)(=O)/N=C(\CSC(N)=O)Nc2ccccc2)cc1
28	CC(=O)N(C)c1ccc(NC(=S)Nc2cccc3ccccc23)cc1
29	O=C(Nc1ccn([C@H]2CC[C@@H](CO)O2)c(=O)n1)c1ccccc1
30	Cc1sc2ncn(CC(=O)N(CC(=O)NC3CCCC3)Cc3cccs3)c(=O)c2c1C

Assay by compound	21	22	23	24	25	26	27	28	29	30
TGFb inhibitor	0%	-5%	-1%	13%	0%	?	-1%	-3%	16%	-19%
CCT chaperon mod	-7.7	-33*	nt	-0.4	-0.3	-0.2	-2.0	1.3	0.6	0.1
Nrf2 ARE act	-0.5%	3.8%	-1.0%	-0.4%	-0.2%	7.7%	-0.8%	5.9%	5.3%	-0.2%
pAkt inh	i	i	nt	i	i	i	i	i	i	i
Mm-Cpn inhibitor	1%	-4%	nt	1%	1%	-1%	3%	-4%	2%	0%
Abeta rescue	-1%	15%	-1%	5%	5%	0%	12%	-12%	-12%	-28%
HepG2 tox	-9%	11%	-9%	-38%	-20%	11µM*	1%	11%	10%	-2%
A549 viability	2%	2%	0%	0%	1%	-7%	-4%	10%	-11%	-4%[1.84 µM]
Nrf2 block	0%	30%	16%	?	-15%	-14%	-3%	?	?	1%

# Sorted by value in Nrf2 block (ascending): 3 from the list above.
item | structure | TGFb inhibitor | CCT chaperon mod | Nrf2 ARE act | pAkt inh | Mm-Cpn inhibitor | Nrf2 block
25 | Cc1ccc(C)c(NC(=S)N2CCN(c3cccc(C(F)(F)F)c3)CC2)c1 | 0% | -0.3 | -0.2% | i | 1% | -15%
26 | COc1ccc(-n2cc(CNC3CCN(C)CC3)c(-c3cccc(F)c3)n2)cc1 | ? | -0.2 | 7.7% | i | -1% | -14%
23 | COc1ccc(NC(=O)Cn2nnc(C(=O)NCc3ccccc3Cl)c2N)cc1Cl | -1% | nt | -1.0% | nt | nt | 16%

# Carrying on.
31	COC(=O)COc1ccc(S(=O)(=O)Nc2ccc3c(c2)OCCO3)cc1Cl
32	Cc1ccc(C)c(-n2nnc(-c3nc(-c4ccccc4C)no3)c2C)c1
33	COC(=O)c1ccccc1S(=O)(=O)NNC(=O)C1COc2ccccc2O1 (stereo not given)
34	CCOC(=O)c1nn(C)c(=S)n(C)c1=O
35	Fc1ccccc1OCCSc1ncnc2nc[nH]c12
36	Cc1c(Cl)cc(-n2cnnn2)cc1[N+](=O)[O-]
37	CCOc1cccc2sc(N(CCCN(C)C)C(=O)c3ccc(S(=O)(=O)N(C)Cc4ccccc4)cc3)nc12
38	CC(=O)/C(N=Nc1ccc2c(c1)OCO2)=C(\C)O
39	CCOC(=O)CCCN1CC(O)=C(c2nc3ccccc3s2)C1=N
40	CCc1ccc(NC(=O)CSc2nc3n[nH]c(C)c3c(=N)n2-c2ccc(C)cc2)cc1

Assay by compound	31	32	33	34	35	36	37	38	39	40
TGFb inhibitor	?	-1%	0%	12%	-9%	1%	?	-7%	-3%	0%
CCT chaperon mod	-1.6	nt	0.2	-1.5	-1.1	-0.5	0.3	-1.2	-1.4	nt
Nrf2 ARE act	-0.6%	4.0%	0.1%	-0.1%	5.6%	-0.7%	5.7%	5.2%	2.3%	4.2%
pAkt inh	i	nt	i	i	i	i	i	i	i	nt
Mm-Cpn inhibitor	0%	nt	-3%	nt	-15%	1%	-1%	-6%	-3%	nt
Abeta rescue	13%	7%	0%	-10%	1%	3%	22%	-3%	7%	-29%
HepG2 tox	-20%	-4%	-6%	10%	-3%	-1%	-84%	14%	-17%	-50%
A549 viability	-3%	6%	-9%	2%	13%	-3%	?	-7%	0%	-14%
Nrf2 block	nt	?	2%	27%	28%	-14%	?	8%	?	nt

# Continued, overlapping the part above by two compounds.
39	CCOC(=O)CCCN1CC(O)=C(c2nc3ccccc3s2)C1=N
40	CCc1ccc(NC(=O)CSc2nc3n[nH]c(C)c3c(=N)n2-c2ccc(C)cc2)cc1
41	CN(CCC#N)c1ncnc2scc(-c3ccccc3)c12
42	CC(C)CN(C(=O)COC(=O)COc1ccc2ccccc2c1)c1c(N)n(Cc2ccccc2)c(=O)[nH]c1=O
43	COc1ccnc(CS(=O)c2nc3cc(C(O)(F)F)ccc3[nH]2)c1OC (stereo not given)
44	CCOc1cc(C(=S)N2CCOCC2)ccc1OC(=O)c1ccc(C)cc1
45	Clc1ccc2c(NCc3ccccc3)ccnc2c1

Assay by compound	39	40	41	42	43	44	45
TGFb inhibitor	-3%	0%	?	-14%	3%	-10%	?
CCT chaperon mod	-1.4	nt	-1.8	1.2	-0.7	-1.2	1.0
Nrf2 ARE act	2.3%	4.2%	-0.2%	-0.4%	6.5%	4.7%	7.2%
pAkt inh	i	nt	i	i	i	i	i
Mm-Cpn inhibitor	-3%	nt	0%	0%	-1%	0%	0%
Abeta rescue	7%	-29%	-4%	0%	-39%[inhibitor]	-2%	-1%
HepG2 tox	-17%	-50%	10%	-68%	-3%	-20%	-28%
A549 viability	0%	-14%	-2%	-5%	5%	-2%	2%
Nrf2 block	?	nt	-16%	?	14%	?	?
